Screens: PubChem, several laboratories
DAX1 inh-1: DAX1 (NR0B1) inhibitors, primary screen, cell-based, HEK293, Gal4-DAX1, luciferase luminescence; Nuclear receptor subfamily 0 group B member 1 (Homo sapiens), P51843; HEK293 Gal4-DAX1 luciferase reporter; inhibition, % at 6.75 µM; actives 0.99% (n = 340,000); AID 504766, 2011;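 active = inhibition above the mean over all tested compounds plus 3 SD, cut at about 4.2% in these data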;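 note: 0% = DAX1-transfected cells with DMSO and 100% = empty-vector control cells with DMSO; inhibition shows as a rise in luminescence from relieved DAX1 repression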
Target sequence (P51843 207-470 limits assumed): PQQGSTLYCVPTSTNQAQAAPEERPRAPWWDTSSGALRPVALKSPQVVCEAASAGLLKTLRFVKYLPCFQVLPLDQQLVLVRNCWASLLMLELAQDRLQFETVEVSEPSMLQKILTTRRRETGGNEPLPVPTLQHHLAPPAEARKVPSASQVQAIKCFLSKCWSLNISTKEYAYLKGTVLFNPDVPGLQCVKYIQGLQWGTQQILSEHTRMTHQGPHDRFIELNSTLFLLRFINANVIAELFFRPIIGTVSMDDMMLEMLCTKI
DAX1 inh-2: DAX1 (NR0B1) inhibitors on StAR promoter, primary screen, cell-based, luminescence, SF-1 (NR5A1), full-length DAX-1. AID 652010, 2013. HEK293T StAR-luciferase reporter, SF-1/DAX-1 repression relief. actives 1.1% (n = 370,000). inhibition, % at 6.8 µM;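 active = inhibition above the mean over all tested compounds plus 3 SD, cut at about 3.6% in these data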;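 note: 0% = DAX-1 cells with DMSO and 100% = cells lacking DAX-1 with DMSO; higher inhibition means more luminescence from relief of DAX-1 repression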
ADAM17 inh: ADAM17 inhibitors, primary screen, biochemical, QFRET. Disintegrin and metalloproteinase domain-containing protein 17 (Homo sapiens), P78536. recombinant ADAM17, EDANS/DABCYL FRET peptide cleavage. inhibition, % at 6.95 µM. actives 0.83% (n = 370,000). AID 720648, 2013;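 active = inhibition above the mean of compounds lying between control limits plus 3 SD, set per campaign, cut at about 8.5% in these data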;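 note: 0% = DMSO-only wells as the low control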
ADAM10 inh: human ADAM10 inhibitors, primary screen, biochemical, QFRET, HTS | recombinant ADAM10, EDANS/DABCYL FRET peptide cleavage, 3 h | Disintegrin and metalloproteinase domain-containing protein 10 (Homo sapiens), O14672 | AID 720582, 2013 | actives 0.62% (n = 370,000) | inhibition, % at 7 µM;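 active = inhibition above a per-campaign cutoff equal to the mean of compounds falling between control-based bounds plus 3 SD, cut at about 20% in these data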;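 note: 0% = DMSO wells while the 100% control is not disclosed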
Target sequence (O14672 214-748 limits assumed): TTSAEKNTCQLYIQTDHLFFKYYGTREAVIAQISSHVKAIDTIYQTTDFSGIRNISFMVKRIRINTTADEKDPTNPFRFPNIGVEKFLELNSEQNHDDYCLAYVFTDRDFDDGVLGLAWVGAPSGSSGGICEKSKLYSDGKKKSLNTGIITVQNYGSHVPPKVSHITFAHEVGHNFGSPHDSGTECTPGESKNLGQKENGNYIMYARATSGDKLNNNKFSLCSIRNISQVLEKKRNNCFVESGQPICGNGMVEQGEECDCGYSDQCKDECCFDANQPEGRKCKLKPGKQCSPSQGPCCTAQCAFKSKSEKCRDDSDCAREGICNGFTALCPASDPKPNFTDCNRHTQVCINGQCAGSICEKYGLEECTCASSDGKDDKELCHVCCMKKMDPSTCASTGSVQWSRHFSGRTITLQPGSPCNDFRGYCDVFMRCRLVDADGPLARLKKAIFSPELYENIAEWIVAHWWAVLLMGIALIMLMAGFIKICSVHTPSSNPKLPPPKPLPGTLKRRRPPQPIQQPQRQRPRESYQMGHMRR
GC-A act: GC-A stimulated cGMP production enhancers – HEK293 GC-A cells, cGMP TR-FRET, EC30 ANP, primary screen; Atrial natriuretic peptide receptor 1 (Homo sapiens), P16066; 0% at EC30 ANP, 100% saturating ANP; activation, % at 10 µM; actives 0.14% (n = 370,000); AID 1671463, 2021; in the data active = activation above about 40%
hgDAF-12 ag: H. glycines DAF-12 receptor agonists, primary screen, cell-based, luminescence, HEK293, GAL4 fusion, UAS-luciferase; Nuclear hormone receptor DAF-12 (Heterodera glycines), GAL4 fusion; HEK293 GAL4-hgDAF12 UAS-luciferase reporter, agonist luminescence; normalized to butyrate control; activation, % at 6.8 µM; actives 1.8% (n = 370,000); AID 687014, 2013;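 active = activation above a cutoff set at the mean of all screened compounds plus 3 SD, cut at about 10% in these data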;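 note: 0% = DMSO wells and 100% = sodium butyrate wells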
hcDAF12 agonist: H. contortus DAF-12 nuclear receptor activators, primary screen, cell-based, luminescence, HEK293, lit1-tk-luc reporter; AID 652067, 2013; activation, % at 6.8 µM; actives 1.4% (n = 370,000); HEK293 hcDAF-12 lit1-tk-luc reporter; 0% DMSO, 100% Δ7-dafachronic acid;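 active = activation above the mean of all tested compounds plus 3 SD, cut at about 5.5% in these data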;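 note: 100% = response to 3 µM Δ7-dafachronic acid high control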
SMARCA2 act: SMARCA2 (BRM) function activators, primary screen, cell-based, luminescence, high throughput | MG213 cells, MMTV-luciferase reporter, dexamethasone, overnight | activation, % at 9.1 µM | actives 1% (n = 370,000); in the data active = activation above about 7.8%;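 note: 0% = vehicle wells and 100% = reference activator wells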
ssDAF12 agonist: S. stercoralis DAF-12 nuclear receptor activators, primary screen, cell-based, luminescence, HEK293, GRIP1 co-expression, lit1-tk-luc | Nuclear hormone receptor DAF-12 (Strongyloides stercoralis) | HEK293 ssDAF-12/GRIP1 lit1-tk-luc reporter; % of 3 µM dafachronic acid response | activation, % at 6.8 µM | actives 1% (n = 370,000);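 active = activation above the mean over all tested compounds plus 3 SD, cut at about 0.9% in these data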;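 note: 0% = DMSO-only wells and 100% = 3 µM delta7-dafachronic acid wells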
PG9 binder: binders of HIV-1 gp120 antibody PG9, primary screen, biochemical, TR-FRET | TR-FRET gp120-PG9 antibody binding | HIV-1 gp120 / PG9 antibody interaction | actives 0.43% (n = 360,000) | inhibition, % at 6.7 µM | AID 624416, 2012; in the data active = inhibition above about 8.5%
FXN GAA850 act: FXN promoter activators, primary screen, cell-based, luciferase luminescence, HEK293 lucGAA850; HEK293 lucGAA850 FXN promoter luciferase reporter, 24 h; percent of 10 µM SAHA response; activation, % at 6 µM; actives 0.56% (n = 360,000);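 active = activation above the average of all compounds screened plus 3 SD, cutoff fixed separately per campaign, cut at about 7.5% in these data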;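 note: 0% = DMSO wells and 100% = 10 µM SAHA wells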
* = called active by the depositor; nt = no result given.

Sequence of screens: DAX1 inh-1	DAX1 inh-2	ADAM17 inh	ADAM10 inh	GC-A act	hgDAF-12 ag	hcDAF12 agonist	SMARCA2 act	ssDAF12 agonist	PG9 binder	FXN GAA850 act
#1 Cc1ccc(C2CC2c2n[nH]c(=S)n2-c2cccc(Cl)c2)cc1 (centres undefined)
  0.5	0.0	-1.6	0.7	-2.5	1.9	-1.7	-1.0	-0.2	-0.3	2.9
#2 c1ccc2c(c1)ncn2CCC1CCCCC1
  0.2	-0.9	-3.9	4.3	-3.1	-0.6	0.3	-0.5	-1.2	-1.1	-0.2
#3 CCn1nc(C)c(NC(=O)c2cc(Br)ccc2Cl)c1C
  -0.5	0.6	1.4	6.9	-0.3	-1.1	-0.2	6.4	-0.8	0.0	-0.9
#4 CCOC(=O)N1CCC(NC(=O)CS(=O)(=O)Cc2nc(-c3cccc(OC)c3)oc2C)CC1
  -0.7	-1.3	0.2	-0.9	-12.6	-2.1	-2.4	-2.4	-1.7	0.9	0.3
#5 COc1c(NC(C)=O)c2c(c([N+](=O)[O-])c1OC)C(=O)OC2
  0.4	0.0	0.0	2.8	0.7	-3.8	-1.4	5.0	-1.1	-2.1	0.5
#6 COc1ccc(CCN(C)C(=O)CN2C(=O)c3ccccc3S2(=O)=O)cc1OC
  -0.7	-0.9	4.1	2.0	6.0	0.1	2.1	-2.2	-0.6	0.6	1.7
#7 O=[N+]([O-])c1ccc(COc2cccc(CNc3ccc(Br)cc3)c2)cc1
  -0.9	-1.6	5.0	7.4	2.7	1.1	-2.7	-7.2	-1.3	0.7	2.2
#8 CCN(CC)c1c2c(c(C#N)c3nc4ccccc4n13)CCC2
  -0.1	-0.9	-13.4	-36.9	-23.8	0.9	-0.8	-4.0	-0.6	1.7	-0.3
#9 CC[C@@]12C(=O)N(c3ccc(C)cc3)C(=O)N1[C@H](c1cccc(C)c1)[C@@H]1C(=O)N(Cc3ccccc3)C(=O)[C@@H]12
  1.0	0.6	-2.4	1.6	-5.9	0.4	-1.1	3.2	-1.1	-0.7	8.4*
#10 COC(=O)C1(C)NCCc2c1[nH]c1ccccc21 (centres undefined)
  0.9	-0.2	-1.0	-9.0	7.1	1.4	0.4	1.9	-0.9	-1.6	-1.2
#11 Cc1cc(C)cc(NC(=O)c2ccc3c(c2)CCN3S(C)(=O)=O)c1
  -0.4	-0.2	5.2	6.3	-6.7	0.1	-0.7	0.7	-1.5	-0.2	4.0
#12 COc1cc(NC(=S)Nc2ccccn2)c(OC)cc1Cl
  -1.1	0.1	-0.6	-0.3	2.4	2.7	5.0	2.2	-0.7	0.3	4.6
#13 COc1ccc2nc(C)cc(Nc3ccccc3OC)c2c1
  -0.6	0.0	-0.7	-4.6	-7.2	1.9	0.0	-1.7	-0.9	-0.2	0.6
#14 COc1cc(/C=N/NC(=O)c2cccnc2)cc(Br)c1O
  -0.4	0.0	2.5	7.0	-16.9	2.2	-1.5	-0.8	-0.8	-15.9	1.5
#15 Cn1c(CNC(=O)CNC(=O)Cc2ccc(F)cc2)cc(=O)n(C)c1=O
  0.6	1.6	-6.6	2.8	4.1	-1.2	-1.6	-3.0	-1.1	0.1	1.6
#16 CCOC(=O)Cc1csc(NC(=O)c2ccc(C)cc2)n1
  1.2	0.2	-0.9	-3.7	-1.5	0.3	-1.3	0.9	-1.2	1.9	-0.8
#17 COc1ccc(C(=O)NC(C(=O)NCc2ccccc2OC)C(C)C)cc1 (centres undefined)
  0.7	-1.0	-7.8	-9.9	0.9	-2.4	-0.8	-4.6	-1.2	-0.6	1.4
#18 O=C(CCc1ccccc1)NNC(=O)Nc1ccc(Cl)cc1
  -0.8	-0.6	2.0	6.6	-1.4	-1.0	-0.9	5.7	-1.6	-1.6	-0.1
#19 CCOC(=O)CC(=O)Nc1ccc(C(=O)OCC)cc1
  0.5	-0.4	-3.9	1.3	-2.1	3.8	-0.3	1.5	-0.8	-0.3	-2.7
#20 CCN1C(=O)C(O)(CC(=O)c2c(C)coc2C)c2ccccc21 (centres undefined)
  1.1	-0.7	-0.3	-1.0	-1.5	-1.7	1.3	-3.1	-1.4	0.8	0.0
#21 CC(OC(=O)C1CC2CCCC(C1)C2=O)C(=O)Nc1cccc([N+](=O)[O-])c1 (centres undefined)
  -0.5	1.1	0.0	-54.8	2.1	0.0	0.2	0.4	-1.2	-1.8	1.0
#22 COc1cccc(CN2CC(C(=O)N3CCCO3)CCC2=O)c1 (centres undefined)
  -0.2	-0.1	-1.7	1.4	-1.0	0.8	-1.6	-3.4	-1.0	-0.2	0.9
#23 CCC(=O)NC(=S)Nc1ccc(NC(=O)c2ccco2)cc1
  0.8	1.1	-3.8	-4.8	-0.5	7.3	1.3	-1.3	-0.9	-2.8	1.6
#24 O=C(NCCN1CCCCC1)Nc1cccc(Cl)c1Cl
  -1.5	0.0	-4.3	-6.0	4.0	-0.8	1.3	-0.9	-0.6	2.0	-0.2
#25 Clc1ccccc1C1=Nn2c(nnc2-c2ccco2)SC1
  nt	-0.5	-5.5	-3.0	4.0	0.4	0.4	-2.8	-1.3	0.0	1.3
#26 CC1CCN(C(=O)c2ccc(NC(=O)C3CCCO3)cc2)CC1 (centres undefined)
  -0.1	0.1	0.0	-3.2	0.5	0.3	-1.7	-2.9	-1.0	-1.3	-0.8
#27 N#Cc1ccc(C(=O)NNC(=O)c2ccncc2)cc1
  -1.6	-0.2	1.1	-2.1	1.2	2.2	0.1	1.0	-0.8	2.0	0.9
#28 CC(=NCc1cccc(Cl)c1)c1nc(-c2ccco2)oc1O
  -0.8	1.1	-2.2	-11.2	0.5	-4.6	-1.9	-1.6	-0.5	-0.2	3.7
#29 Cc1nc2ccc(NC(=O)N3CCSCC3)cc2s1
  0.6	0.0	-8.4	-14.3	1.4	1.3	0.7	-3.8	-1.2	0.1	-0.2
#30 COc1cc(-c2n[nH]c(=S)n2-c2cccc(C(F)(F)F)c2)cc(OC)c1OC
  -0.4	0.2	0.9	-10.8	6.2	-1.1	0.0	-3.6	-0.5	0.8	-3.3
#31 CS(=O)(=O)N(CC(=O)N1CCc2ccccc2C1)Cc1ccc(Cl)cc1
  2.2	-0.9	-0.3	12.4	-6.7	-1.9	-0.6	3.3	-0.4	-3.3	-2.6
#32 CCN1CCN(/C=N/c2nc3c(s2)CCCC3)CC1
  -2.4	-1.1	-0.9	-4.5	nt	-7.9	1.5	-0.6	-1.7	-1.5	-9.7
#33 CCCCc1nc(NCCN2CCOCC2)c(C#N)c2c1COC(C)(C)C2
  -1.0	0.1	-4.1	-13.7	-0.5	0.5	2.0	1.2	-0.7	-0.5	5.6
#34 CCN1C(=O)CSc2ccc(C(=O)NCc3ccccc3OC)cc21
  -0.1	-0.2	-0.9	-5.8	2.6	-2.0	-2.3	-1.4	-1.4	0.9	2.0
#35 CCN(CC(=O)Nc1ccc(OC)cc1)C(=O)c1ccc2c(c1)NC(=O)CS2
  0.5	1.2	-2.0	-5.6	-0.5	2.1	-0.5	-1.8	-0.8	0.1	-0.4
#36 CC(C)c1nnc(NC(=O)C2CCCN(C(=O)Nc3ccc(F)cc3)C2)s1 (centres undefined)
  0.6	0.4	-0.4	8.1	2.7	0.6	-1.8	-2.3	-1.3	0.9	0.3
#37 COc1ccc2c(c1OC)C(=O)N1c3cccc(Cl)c3C(=O)OC21 (centres undefined)
  -1.6	0.3	-6.3	-3.9	0.3	1.1	-1.0	-0.7	-0.4	-0.6	0.9
#38 CCOC(=O)N1CCN(C(=O)c2ccc(CNS(=O)(=O)c3ccc(OC)cc3)cc2)CC1
  -0.3	0.2	0.9	3.5	-8.2	0.5	-1.0	-1.5	0.5	-0.7	-0.4
#39 O=C(CC1CCCCC1)NCCCN1CCOCC1
  -0.9	0.3	-5.2	-6.1	3.8	-1.3	6.1*	-1.9	-0.7	-2.2	3.4
#40 CCOc1ccccc1/C=N/NC(=O)c1cc(C(C)C)[nH]n1
  -0.3	-0.3	-0.8	3.6	0.1	-1.9	3.6	0.5	-0.4	-1.1	0.4
#41 O=C(NCCc1ccccc1)C1CCCN(C(=O)Nc2ccc(F)cc2)C1 (centres undefined)
  0.7	-0.1	0.1	2.4	0.8	1.1	-1.1	3.9	-1.1	-2.2	0.6
#42 O=C(NCc1ccc(Cl)cc1)c1noc2c1CCCC2
  -1.1	0.0	-1.0	-0.4	1.0	2.9	-0.8	-2.5	-1.3	2.2	0.7
#43 CC1(C)CC(NC(=O)C(Cl)(Cl)Cl)CC(C)(C)N1
  -0.8	-0.3	4.1	3.9	2.4	0.7	-0.8	0.1	-1.4	-2.3	0.6
#44 N/C(=N\O)c1ccccc1N1CCCCC1
  -0.8	0.3	-4.5	3.4	0.8	1.5	-0.3	-3.2	-2.1	0.1	1.7
#45 O=C(NCc1ccc(F)cc1F)[C@@H]1CCCN1C(=O)[C@@H]1CCCN1
  nt	0.3	-4.8	-6.6	-0.5	-0.1	-0.9	-6.5	0.0	-2.4	nt
#46 CCOc1ccc(C(=O)NCC(=O)N2CCC3(CC2)NCCc2[nH]cnc23)cc1
  1.2	0.0	-0.4	-4.8	3.7	-0.1	-0.9	0.9	-0.7	0.2	1.3
#47 CCN1CCN(c2cc(C)c3cc(NC(=S)N4CCCC4)ccc3n2)CC1
  0.6	1.0	-23.5	-62.2	0.5	5.4	-0.7	-3.7	-1.2	-0.7	1.2
#48 CC(C)Cc1cc(C(=O)N2CCCC(CO)(Cc3ccc(F)cc3)C2)no1 (centres undefined)
  0.9	-0.3	3.0	-3.6	3.6	4.0	-0.2	0.2	-1.0	-1.7	2.3

Random excerpt: 3 entries already listed, in no set order.
Sequence of screens: DAX1 inh-1	DAX1 inh-2	ADAM17 inh	ADAM10 inh	GC-A act	hgDAF-12 ag	hcDAF12 agonist	SMARCA2 act	ssDAF12 agonist	PG9 binder	FXN GAA850 act
#31 CS(=O)(=O)N(CC(=O)N1CCc2ccccc2C1)Cc1ccc(Cl)cc1
  2.2	-0.9	-0.3	12.4	-6.7	-1.9	-0.6	3.3	-0.4	-3.3	-2.6
#42 O=C(NCc1ccc(Cl)cc1)c1noc2c1CCCC2
  -1.1	0.0	-1.0	-0.4	1.0	2.9	-0.8	-2.5	-1.3	2.2	0.7
#39 O=C(CC1CCCCC1)NCCCN1CCOCC1
  -0.9	0.3	-5.2	-6.1	3.8	-1.3	6.1*	-1.9	-0.7	-2.2	3.4
